Vif-APOBEC3G blk = blocks the Vif interaction with human APOBEC3G. Q9HC16. Potency, µM (top dose mostly 46.1 µM), inactives show top-dose activity, negative = active, usual class: inhibitors. AID 602310. HeLa A3G-eYFP + Vif (tagged APOBEC3G with the HIV-1 protein that degrades it), YFP fluorescence, overnight. 410,000 tested, 0.076% active;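 note: potency is the fitted concentration of half-maximal effect; % is set by controls: 0 for no effect and ±100 for the full control effect; nearly all actives have a fitted effect of over 60% in size; hits raise eYFP signal because A3G escapes Vif-driven loss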
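Read-out is eYFP fluorescence (Ex 488/Em 500-530) from Vif-expressing HeLa A3G-eYFP cells; more signal means A3G escaped Vif-mediated degradation. Cells plated overnight, compound pinned in, incubated overnight at 37 deg C.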
Vif-APOBEC3F blk = inhibitors of Vif-A3F interaction | AID 602313 | 390,000 tested, 0.2% active | Potency, µM (top dose mostly 46.1 µM), for the others: at the highest dose activity, negative = active | HeLa A3F-eYFP + Vif (tagged APOBEC3F with the HIV-1 protein that degrades it), YFP fluorescence increase; note: potency is the fitted concentration of half-maximal effect; % of control where 0% means no effect; nearly all actives have a fitted effect of over 65% in size
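HeLa cells stably expressing A3F-eYFP plus Vif, plated and incubated overnight at 37 deg C, then exposed to compounds overnight at 37 deg C. Blocked degradation read as raised yellow fluorescence (Ex 488/Em 500-530).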
D2 antagonist = antagonists of human D2 dopamine receptor; 340,000 tested, 2% active; P14416; HEK293 TREx D2 cells, calcium flux, dopamine EC80; inhibition, % at 10 µM; in the data active = inhibition above about 30%; note: 0% is about no effect
Target sequence (P14416 whole entry, looked up): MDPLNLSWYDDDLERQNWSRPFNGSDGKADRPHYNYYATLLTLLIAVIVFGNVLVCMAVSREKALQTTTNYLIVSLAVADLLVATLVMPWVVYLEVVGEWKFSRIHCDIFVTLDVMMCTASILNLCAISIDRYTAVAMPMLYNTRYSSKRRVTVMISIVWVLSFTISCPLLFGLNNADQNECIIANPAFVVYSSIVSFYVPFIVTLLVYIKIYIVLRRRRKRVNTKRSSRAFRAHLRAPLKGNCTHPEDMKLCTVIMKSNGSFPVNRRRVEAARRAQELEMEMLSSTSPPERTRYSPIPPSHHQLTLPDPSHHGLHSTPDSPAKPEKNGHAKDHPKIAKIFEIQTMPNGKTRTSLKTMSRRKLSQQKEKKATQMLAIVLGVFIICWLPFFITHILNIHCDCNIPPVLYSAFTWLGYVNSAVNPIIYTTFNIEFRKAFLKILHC
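HEK293 T-REx D2 cells, tet-induced, calcium dye no-wash. Cpd pintool add, 180 s kinetic, then EC80 DA, 180 s kinetic. Ca flux read.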
RGS4 inh = blocks human RGS4-accelerated GTP hydrolysis. Potency, µM (top dose mostly 114 µM), without a hit: at the highest dose activity change, negative = inhibition, most hits filed as inhibitors. Transcreener GDP fluorescence polarization, RGS4-accelerated GTP hydrolysis. 390,000 tested, 0.039% active; note: potency is the fitted concentration of half-maximal effect; % is set by controls: 0 for no effect and ±100 for the full control effect; nearly all actives have a fitted effect of over 75% in size; some results filed as inactive show a strong effect at the top dose
Target sequence (P49798 whole entry, looked up): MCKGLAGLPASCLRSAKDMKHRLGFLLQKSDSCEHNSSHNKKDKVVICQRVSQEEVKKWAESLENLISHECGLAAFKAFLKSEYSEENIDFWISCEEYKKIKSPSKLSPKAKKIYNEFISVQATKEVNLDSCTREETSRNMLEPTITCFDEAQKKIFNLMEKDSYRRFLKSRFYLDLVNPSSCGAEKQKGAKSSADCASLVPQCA
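MLSMR compounds (23 nl, pin-transferred) preincubated 10 min at room temperature with a 500nM (2x) first reagent, then RGS4 at 900nM (2x) plus Transcreener GDP mix added; fluorescence polarization (620/688 nm) read before and after 90 min at 30 °C.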
D2 ag = agonists of human D2 dopamine receptor | HEK293 T-REx D2 cells, calcium flux agonist mode | 340,000 tested, 0.53% active | P14416 | activation, % at 2 µM;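 active = activation over 3 SD above normal in the single-dose calcium agonist read, cut at about 30% in these data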; note: 0% is about no effect
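HEK293 Trex D2 cells, tetracycline-induced, o/n 30 C 5% CO2; no-wash Ca dye, RT 30–90 min; 10-cycle baseline, 23 nl cpd added, kinetic Ca read 180 s; agonist hits = positive Ca response.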
Glioma ERSR ind = ER stress response induction in glioma. U87-MG GRP78 promoter luciferase reporter, 16 h. Potency, µM, for the others: at the top dose activation, usual class: activators. 420,000 tested, 0.02% active. AID 602332; note: potency is the fitted concentration of half-maximal effect; series mostly up to about 76 µM; % of control where 0% means no effect; nearly all actives have a fitted effect of over 35% in size
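Stably transfected U87-MG human glioma cells carrying a GRP78-based luminescent sensor were seeded at 1000 cells/well, pin-dosed with compounds and incubated 16 h. Luciferase reagent was then added, and end-point luminescence was read after 10 min at room temperature.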
LDHA inh = inhibitors of human lactate dehydrogenase A | purified LDHA, NADH/diaphorase-resazurin fluorescence; stronger effect = lower value | P00338 | activity change, % (values are at about 110 or 230 µM) | 480,000 tested, 0.15% active; in the data active = activity change below about -30%; inconclusive = mostly about -25% to -30%;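 note: plate controls were DMSO wells for no effect and wells without enzyme for full effect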
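LDH5 2 nM; NADH 0.06 mM, pyruvate 0.2 mM; 200 mM Tris pH 7.4, EDTA, Tween-20; 5 min RT. Detection: diaphorase 0.133 mg/mL + resazurin 37 µM, fluorescence ex540/em590 at 0 and 20 min; normalized to enzyme-free and DMSO wells.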
ERG-DNA inh = inhibitors of human ERG Ets domain-DNA interaction. 370,000 tested, 0.028% active. AID 624246. fluorescence polarization, His-ERG Ets domain / labelled DNA. Potency, µM (titrated, usually from 76.9 µM), for the others: at the highest dose FP activity, negative = inhibition, hits mostly inhibitors. P11308; active = well fitted inhibition curve with a large enough effect in the polarisation, with a control signal flat; inconclusive = small, poorly fitted or top-dose-only effect, or effect the other way, or a change in a side signal; inactive = no such curve, though single readings can be large or run the other way; the % refers to the polarisation;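 note: polarization taken with two DNA probes labelled with fluorescein and Texas red; potency is the fitted concentration of half-maximal effect; % of control where 0% means no effect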
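His-tagged ERG Ets domain (1 uM in the protein solution; 300mM KCl, 50mM Tris-HCl, 1mM EDTA, 1mM DTT, pH 7.5) received compound, then a probe mix of 5 nM fluorescein-DNA and 100nM Texas-615-DNA. Fluorescence polarization was read for both dyes.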
ALOX12 inh = blocks human arachidonate 12S-lipoxygenase. P18054. purified 12hLO, xylenol orange hydroperoxide absorbance. Potency, µM (highest dose often 108 µM), inactives show at the top dose activity change, negative = inhibition, hits mostly inhibitors. 580,000 tested, 1.1% active; note: potency is the fitted concentration of half-maximal effect; % is set by controls: 0 for no effect and ±100 for the full control effect
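Purified human 12hLO at 150 nM in 25 mM Hepes, 0.01% Triton X-100, pH 7.0, preincubated 15 min at room temperature with compound. Reaction started with 40 uM arachidonic acid, 30 min at room temperature. Hydroperoxide measured by Fe-xylenol orange, 573/405 nm absorbance ratio.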
Starred values were filed as active, the others as inactive; ? = inconclusive; nt = no result given; & = joins results of further samples; [ ] = dose if it differs, or a comment. Unless noted, calls come from the whole dose curve; as a rule, active = well fitted curve in the direction sought with a large enough effect; inconclusive = small, poorly fitted or top-dose-only effect, or another doubt; inactive = no such curve, though single readings can be large; an effect the other way counts as inactive or inconclusive. Some of the compounds tested. The share of hits here may be higher or lower than overall.

SMILES	Vif-APOBEC3G blk	Vif-APOBEC3F blk	D2 antagonist	RGS4 inh	D2 ag	Glioma ERSR ind	LDHA inh	ERG-DNA inh	ALOX12 inh
COc1ccc(CCN(C(=O)Cn2nnc3ccccc32)C(C(=O)NCC2CCCO2)c2ccncc2)cc1OC (stereo not drawn)	0%	-15%	-3	-12%	0.0	-2%	-6	-5%	7%
O=C(CSC(=S)N1CCCCC1)Nc1nc(-c2ccccc2)c(-c2ccccc2)o1	-9%	-4%	9	-35%	-0.7	1%	-1	6%	0%
CCOc1ccc(NC(=S)NNC(=O)CC(C)O)cc1 (stereo not drawn)	0%	3%	-3	-39%	-0.4	-6%	1	-8%	-4%
COc1ccccc1C(=O)NCC(=O)NNC(=O)C1COc2ccccc2O1 (stereo not drawn)	2%	-1%	19	-7%	-0.5	2%	-5	2%	9%
Cc1cc(C)c(NC(=O)COC(=O)/C=C/c2cccs2)c(C)c1	2%	-13%	6	3%	1.8	-4%	-3	1%	0%
CC(=O)Nc1ccc(-c2ccnc3c2CC(C(=O)Nc2cccc(C(F)(F)F)c2)O3)cc1 (stereo not drawn)	-18%	nt	nt	nt	nt	-1%	0	nt	-2%
Cc1cccc(Nc2cc(=O)n(C)c(=O)n2C)c1	-16%	1%	nt	nt	nt	-6%	-1	nt	?
O=C(CSc1ccc(Cl)cc1)N/N=C/c1cccnc1	-3%	0%	-4	-4%	1.5	-3%	-7	6%	46%[activator]
CC(C)COC(=O)/C(C#N)=C/c1cn(Cc2ccccc2)c2ccccc12	0%	-7%	nt	14%	nt	-2%	7	-4%	-25%
Cc1ccc(S(=O)(=O)N2CCC[C@H]2C(=O)OCC(=O)c2ccc3c(c2)NC(=O)CO3)cc1	0%	0%	2	10%[11.4 µM]	1.1	-5%	-4	-3%	-1%
CN(Cc1nc2ccccc2c(=O)[nH]1)C(=O)C1CC(=O)N(c2cccc3ccccc23)C1 (stereo not drawn)	1%	2%	nt	4%	nt	2%	0	8%	3%
COc1ccc(NC(=O)c2cc(C3CCCCN3S(=O)(=O)Cc3ccccc3)on2)cn1 (stereo not drawn)	1%	nt	nt	nt	nt	1%	-3	nt	1%
CCOC(=O)COc1ccc([N+](=O)[O-])cc1-c1ccnc2cc(-c3ccc(Cl)cc3)nn12	-4%	-9%	nt	3%	-0.3	0%	2	4%	-17%
O=C1c2ccccc2C(=O)N1Cc1nc(-c2ccccc2)no1	0%	-5%	1	16%	-1.5	0%	-9	10%	27%
Cc1ccc(S(=O)(=O)NCCCNS(=O)(=O)c2ccccc2[N+](=O)[O-])cc1	-9%	4%	1	39%	-0.6	-3%	-5	7%	?
CCCCCC[N+](C)(C)CC/C=C1/c2ccccc2Sc2ccc(Cl)cc21	-9%	3%	75*	-40%	-2.3	-12%	2	5%	?
Cc1ccc(CNC(=O)c2ccc3c(c2)N(Cc2ccccc2)C(=O)c2ccccc2S3(=O)=O)cc1	nt	nt	nt	-10%	0.4	nt	0	-1%	?
Cc1ccc(NC(=O)CN(C)C(=O)Cc2ccccc2F)cc1	0%	8%	-15	15%	-0.2	2%	-17	-6%	1%
CN1c2ccsc2/C(=N/NC(=O)c2c(F)cccc2F)CS1(=O)=O	-7%	-14%	11	-8%	0.4	-7%	-1	-4%	0%
CCCCNC(=S)NNC(=O)c1cc(-c2cccnc2)nc2ccccc12	2%	0%	-3	-52%	1.4	3%	-3	4%	0%
CN(CC(=O)Nc1ccccc1Cl)C(=O)COC(=O)c1ccc([N+](=O)[O-])s1	4%	2%	nt	4%	nt	2%	2	-6%	143%[activator]
OC1(c2cccc(C(F)(F)F)c2)CCN(Cc2nc(-c3cnccn3)no2)CC1	-9%	13%	-5	31%	-0.9	-5%	-11	11%	12%
CCOc1ccc(C(=O)Nc2ccc(-c3nc4ccccc4[nH]3)cc2)cc1[N+](=O)[O-]	1%	-7%	-12	?	1.4	-2%	-1&5&-3	6%	-17%
COCCNC(=O)C1CCCN(S(=O)(=O)c2cccc3nsnc23)C1 (stereo not drawn)	2%	11%	-2	-42%	-1.0	-2%	0	-3%	0%
Cc1scc(C(=O)N2CCN(c3ccc(Cl)cc3)CC2)c1C	2%	-2%	3	-14%	0.0	-5%	-5	1%	-9%
(list continues)
SMILES	Vif-APOBEC3G blk	Vif-APOBEC3F blk	D2 antagonist	RGS4 inh	D2 ag	Glioma ERSR ind	LDHA inh	ERG-DNA inh	ALOX12 inh
Cc1ccc(NC(=O)C2C3C=CC4(CN(Cc5cccnc5)C(=O)C24)O3)cc1F (stereo not drawn)	4%	0%	-6	7%	2.8	4%	-2	-2%	432%[activator]
COC(=O)c1ccc(N/C=C/C(=O)c2ccc(OC)c(OC)c2)cc1	0%	0%	-6	-29%	-1.8	-5%	-2	-1%	-19%
O=C(CC1N=C2c3ccccc3N=C(SCc3cccc(F)c3)N2C1=O)NCc1cccs1 (stereo not drawn)	2%	0%	nt	-6%	-0.1	-5%	-8	-1%	-21%
CC(C)c1ccc(C2/C(=C(/O)c3ccc(F)cc3)C(=O)C(=O)N2CCCN2CCOCC2)cc1 (stereo not drawn)	-7%	8%	-3	-11%	-0.1	0%	3	-1%	?
Cc1ccc(NS(=O)(=O)N2CCOCC2)cc1	-10%	-9%	23	-3%	-1.0	-7%	-2	-1%	2%
CCCCCCOc1ccc(N2C(=O)CC(S/C(N)=N/N=C(\C)c3cccs3)C2=O)cc1 (stereo not drawn)	-4%	-5%	-28	-2%	1.0	-2%	2	-12%	10%
CCN(CC)S(=O)(=O)c1cc(NC(=O)COC(=O)C2CCC2)ccc1C	0%	3%	6	-6%	0.9	-2%	0	15%	-19%
CC(C)CNC(=S)NNC(=O)c1ccc(OC(F)F)cc1	-3%	-5%	-4	-18%	-0.2	0%	0	0%	12%
CCC(C)[C@H](NC(=O)NCc1ccccc1Cl)C(=O)O (stereo partly drawn)	3%	0%	-4	-11%	-0.3	-2%	-4	0%	4%
COc1ccc(OC)c(S(=O)(=O)NCc2csc(-c3ccccc3)n2)c1	0%	3%	19	6%	0.2	-4%	-10	nt	-3%
COc1ccccc1/C=C1\S/C(=N/NC(=O)c2cccc(Br)c2)NC1=O	-4%	-1%	-9	22%[11.4 µM]	0.0	-1%	0	-1%	2%
O=C(Nc1ccc(N2CCN(C(=O)c3cccs3)CC2)cc1)c1cccnc1Cl	1%	5%	8	-39%	-0.6	1%	-3	2%	3%
CC(C)=CC(=O)OCC(=O)Nc1ccc(Cl)cn1	-2%	3%	-10	-12%	0.4	-6%	-3	7%	76%[activator]
O=C(c1ccccc1)N1CCN(c2ncnc3c2cnn3-c2ccccc2)CC1	3%	nt	-4	-26%	0.0	2%	-2	-9%	20%
COC(=O)c1ccccc1SCC(=O)Nc1ccc(N2CCOCC2)cc1	1%	11%	-17	12%	-1.5	2%	-10	-15%	-2%
O=C(NNC(=O)c1ccc2ccccc2n1)c1ccc(O)cc1	0%	1%	14	19%	-0.1	1%	-2	0%	6%
CN(C)CC/C=C1\c2ccc(F)cc2Sc2cc(F)c(Cl)cc21	1%	-1%	nt	-39%	nt	-16%	4	0%	0%
CC1CCCC(NC(=O)CCC(=O)c2ccc(F)cc2)C1C (stereo not drawn)	0%	-9%	-1	-18%[11.4 µM]	-1.5	3%	-2	0%	-16%
COc1ccc(/C=C/C(=O)NCCCn2ccnc2)cc1	5%	-9%	-9	-19%	0.6	-2%	0	12%	-6%
CC(C)=NNc1nc2c(c(=O)n(C)c(=O)n2C)n1CCc1ccccc1	-3%	-2%	0	-24%	-0.4	2%	12	-8%	-14%
Cc1ccc(C(C)C)c(Oc2cnccn2)c1	2%	-20%	11	-17%	-0.1	-6%	2	-2%	7%
CCS(=O)(=O)CCSc1nc(C)cc(C)c1C#N	-1%	-7%	4	1%	0.1	-4%	-5	nt	5%[57.4 µM]
